# Screens (PubChem)
# Apaf1 inhib: inhibitors of human Apaf-1 apoptosome, primary screen, biochemical, DEVD-Rh110 fluorescence, uHTS. AID 489030, 2010. 330,000 compounds, 0.71% hits. inhibition, % at 20 µM. reconstituted apoptosome caspase-3 activity; active = inhibition of at least 40% at 20 µM;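 also: plate controls were DMSO wells for no effect and DEVD-CHO caspase inhibitor wells for full effect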
# Target sequence (O14727 whole entry, looked up): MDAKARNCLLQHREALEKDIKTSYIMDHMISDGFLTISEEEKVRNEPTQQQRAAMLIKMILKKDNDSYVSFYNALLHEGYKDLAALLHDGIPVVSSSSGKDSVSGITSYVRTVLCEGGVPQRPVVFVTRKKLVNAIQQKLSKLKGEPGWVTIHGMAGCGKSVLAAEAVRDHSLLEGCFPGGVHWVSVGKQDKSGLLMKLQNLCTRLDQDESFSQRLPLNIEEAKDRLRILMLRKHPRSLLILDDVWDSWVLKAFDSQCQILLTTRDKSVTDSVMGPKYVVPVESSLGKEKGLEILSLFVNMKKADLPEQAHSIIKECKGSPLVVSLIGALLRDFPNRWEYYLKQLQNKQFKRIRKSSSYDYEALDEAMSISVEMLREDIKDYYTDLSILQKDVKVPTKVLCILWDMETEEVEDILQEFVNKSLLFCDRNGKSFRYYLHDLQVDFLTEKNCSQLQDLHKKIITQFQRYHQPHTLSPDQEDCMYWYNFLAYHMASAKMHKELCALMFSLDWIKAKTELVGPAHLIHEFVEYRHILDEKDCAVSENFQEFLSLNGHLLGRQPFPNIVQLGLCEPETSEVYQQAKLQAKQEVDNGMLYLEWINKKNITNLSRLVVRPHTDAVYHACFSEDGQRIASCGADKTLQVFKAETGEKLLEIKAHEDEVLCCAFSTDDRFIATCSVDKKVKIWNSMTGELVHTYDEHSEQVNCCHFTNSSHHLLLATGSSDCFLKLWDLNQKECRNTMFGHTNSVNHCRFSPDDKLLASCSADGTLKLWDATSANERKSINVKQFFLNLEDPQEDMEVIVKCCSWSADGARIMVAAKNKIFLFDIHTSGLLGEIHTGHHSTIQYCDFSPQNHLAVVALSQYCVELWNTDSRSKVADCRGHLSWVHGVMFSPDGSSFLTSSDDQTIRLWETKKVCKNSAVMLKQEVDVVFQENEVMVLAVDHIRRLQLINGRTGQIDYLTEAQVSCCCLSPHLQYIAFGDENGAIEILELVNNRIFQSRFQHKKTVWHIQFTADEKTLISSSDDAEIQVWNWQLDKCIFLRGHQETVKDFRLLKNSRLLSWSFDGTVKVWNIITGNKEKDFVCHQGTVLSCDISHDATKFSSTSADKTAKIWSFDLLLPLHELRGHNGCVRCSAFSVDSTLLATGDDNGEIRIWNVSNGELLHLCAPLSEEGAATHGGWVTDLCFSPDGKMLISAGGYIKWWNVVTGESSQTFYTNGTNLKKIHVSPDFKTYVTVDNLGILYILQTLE
#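 System: Apoptosome proteins | Medium: Hepes pH 7.5 with detergent and BSA | Also added: Cytochrome c trigger plus (Z-DEVD)2-Rh110 caspase-3 substrate | Incubation: 30 min compound preincubation, 50 min activation, room temperature | Detection: Rhodamine 110 fluorescence at Ex 480/Em 540 nm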
# NALP3 yeast inh: NALP3 inflammasome inhibitors in reconstituted yeast, primary screen, luminescence, uHTS. Yeast reconstituted NLRP3/ASC/caspase-1, beta-gal luminescence, 24 h. AID 2825, 2010. 330,000 compounds, 0.39% hits. inhibition, % at 10 µM;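 active = inhibition of 50% or more; inactive = inhibition below 50%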;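 also: plate controls were induced DMSO wells for no effect and uninduced yeast grown without galactose for full effect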
# hIAP inh: human IAP inhibitors, primary screen, biochemical, luminescence, uHTS | Intestinal-type alkaline phosphatase (Homo sapiens), P09923 | purified IAP, CDP-Star luminescence, 30 min | inhibition, % at 10 µM | 330,000 compounds, 0.12% hits | AID 2544, 2010;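 active = inhibition reaching a set limit with compound at 10 µM in the primary screen, cut at about 35% in these data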;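 also: plate controls were DMSO wells with enzyme for no effect and no-enzyme buffer wells for full effect; values of inactives mirror those of a sister screen read the other way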
# ATG4B inh: ATG4B protease inhibitors, primary screen, biochemical, fluorescence, uHTS | Cysteine protease ATG4B (Homo sapiens), Q9Y4P1 | ATG4B cleavage of LC3-PLA2, NBD-HPC fluorescence, 1 h | inhibition, % at 8.33 µM | 340,000 compounds, 0.51% hits; in the data active = inhibition above about 40%
# tim10-1 inh: growth inhibitors of tim10-1 mutant yeast, primary screen, luminescence, uHTS; S. cerevisiae tim10-1 ts strain growth, BacTiter-Glo, 24 h; inhibition, % at 20 µM; 330,000 compounds, 2.2% hits;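 active = inhibition of at least 40%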;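 also: mutant grown at 25 °C; 0% = DMSO wells with yeast and 100% = wells holding no yeast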
# mIAP activ: activators of mouse IAP, primary screen, biochemical, luminescence, uHTS. activation factor at 10 µM. 330,000 compounds, 0.24% hits. intestinal alkaline phosphatase [Mus musculus]. muIAP, CDP-Star luminescence, 30 min; hits give high values; 1 = vehicle-only enzyme signal, 0 = enzyme-free wells. AID 2805, 2010;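 active = activation factor of at least 2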; also: the source names both 10 and 20 µM as test concentration; values of inactives mirror those of a sister screen read the other way
#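 System: mouse IAP enzyme. Reagent: CDP-Star chemiluminescent phosphatase substrate. Benchmarks: DMSO wells, no-enzyme wells. Times: 30 min enzyme-substrate-compound incubation at room temperature. Detection: luminescence from enzymatic CDP-Star hydrolysis. Doses: test compounds delivered from DMSO solution.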
# hIAP act: human IAP activators, primary screen, biochemical, luminescence, uHTS; purified human IAP, CDP-Star luminescence, 30 min; hits give high values; 1 = vehicle-only enzyme, 0 = enzyme-free background; activation factor at 10 µM; AID 2524, 2010; 330,000 compounds, 0.16% hits;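 active = activation factor of the enzyme at least 2-fold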; also: the source names both 10 and 20 µM as test concentration; values of inactives mirror those of a sister screen read the other way
# mIAP inh: inhibitors of mouse IAP, primary screen, biochemical, luminescence, uHTS; intestinal alkaline phosphatase [Mus musculus]; purified mouse IAP, CDP-Star luminescence, 30 min; inhibition, % at 10 µM; 330,000 compounds, 0.2% hits;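 active = inhibition of at least 40% at 10 µM in the primary screen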;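 also: plate controls were DMSO with enzyme for no effect and no enzyme wells for full effect; values of inactives mirror those of a sister screen read the other way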
# TIM10 inh: growth inhibitors of isogenic TIM10 control yeast, primary screen, counter-screen for tim10-1 yeast inhibitor project, luminescence, uHTS; S. cerevisiae TIM10 strain growth, BacTiter-Glo luminescence, 24 h; inhibition, % at 10 µM; 330,000 compounds, 1.4% hits; AID 463195, 2010;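 active = inhibition of 40% or more at the single tested concentration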;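 also: wild-type TIM10 isogenic control strain grown at permissive 25 °C; 0% = DMSO yeast wells and 100% = minimal medium wells without yeast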
# An asterisk follows results filed as active; x = not tested or not shown. No enrichment for hits; any-hit rate near 4.5%.
SMILES,Apaf1 inhib,NALP3 yeast inh,hIAP inh,ATG4B inh,tim10-1 inh,mIAP activ,hIAP act,mIAP inh,TIM10 inh
COc1cccc(NC(=O)CN(C)C(=O)c2cc(S(=O)(=O)N3CCCCC3)ccc2Cl)c1,1,1,3,2,7,1,0.97,-3,-1
O=C1C2C3CCC(C3)C2C(=O)N1CNc1ccc(F)cc1 (centres undefined),-5,-11,-10,5,25,1,1.1,-2,-12
C[C@]1(C(=O)O)C=C[C@@H](Cc2ccccc2)N1C(=O)c1ccccc1,-3,1,0,2,-16,1,0.99,-4,-10
CC12CCC(C(=O)Nc3ccccc3)(C(Br)C1=O)C2(C)C (centres undefined),-10,32,7,8,6,1,0.93,-2,9
CCn1c(SCC(=O)N(C)CC(=O)Nc2cccc(OC)c2)nnc1-c1ccco1,15,6,-5,-8,-9,0.94,1.1,6,-7
Cc1ccc(C(C)C)c(OCC#CCN2CCOCC2)c1,1,9,-4,1,14,0.92,1,8,9
COc1ccc(Nc2nc(-c3sc(C)nc3C)cs2)c(OC)c1,4,32,-16,-14,-9,1,1.2,-4,1
CCN(CC)CCNC(=O)c1cc(S(C)(=O)=O)ccc1OC,-13,-7,-6,-2,10,1,1.1,-1,-2
O=C(O)c1ccc(N2CCCCS2(=O)=O)cc1,1,0,-11,4,-10,1,1.1,-2,-9
O=C(COC(=O)C12CC3CC(CC(C3)C1)C2)NCCc1ccccc1,-14,6,-1,0,20,0.95,1,5,-10
CCOC(=O)c1ccc(NC(=O)CN2CCN(Cc3ccccc3)CC2)cc1,5,4,-21,5,4,1.2,1.2,-16,0
COn1c(-c2ccccc2)nc2ncccc21,1,7,-3,4,3,0.99,1,1,9

# Of the compounds above, 5 have sulfur.
SMILES,Apaf1 inhib,NALP3 yeast inh,hIAP inh,ATG4B inh,tim10-1 inh,mIAP activ,hIAP act,mIAP inh,TIM10 inh
COc1cccc(NC(=O)CN(C)C(=O)c2cc(S(=O)(=O)N3CCCCC3)ccc2Cl)c1,1,1,3,2,7,1,0.97,-3,-1
CCn1c(SCC(=O)N(C)CC(=O)Nc2cccc(OC)c2)nnc1-c1ccco1,15,6,-5,-8,-9,0.94,1.1,6,-7
COc1ccc(Nc2nc(-c3sc(C)nc3C)cs2)c(OC)c1,4,32,-16,-14,-9,1,1.2,-4,1
CCN(CC)CCNC(=O)c1cc(S(C)(=O)=O)ccc1OC,-13,-7,-6,-2,10,1,1.1,-1,-2
O=C(O)c1ccc(N2CCCCS2(=O)=O)cc1,1,0,-11,4,-10,1,1.1,-2,-9

# Next part
SMILES,Apaf1 inhib,NALP3 yeast inh,hIAP inh,ATG4B inh,tim10-1 inh,mIAP activ,hIAP act,mIAP inh,TIM10 inh
COCCCNC1CS(=O)(=O)CC1O (centres undefined),-14,-12,13,-13,-4,1.1,0.87,-6,-12
S=C(Nc1ccc(Cl)cc1)N(CCCN1CCOCC1)Cc1cccs1,5,0,-8,-7,41*,1.1,1.1,-12,-15
CCC[C@@H]1CCCO[C@@](C(=O)NCc2cc(C)n(C)n2)(C(F)(F)F)C1,-7,19,3,8,16,1,0.97,0,4
Cc1cc(NC(=O)C2CC(=O)N(c3ccc(Cl)cc3)C2)no1 (centres undefined),-6,8,-2,-10,-3,1.1,1,-9,-2
CCCN(C(=O)c1cc(S(=O)(=O)N2CCCCCC2)ccc1OC)C1CCS(=O)(=O)C1 (centres undefined),3,9,-7,-8,-1,0.96,1.1,4,-5
CC1CC(C)CN(c2ccc([N+](=O)[O-])cc2-c2nn[nH]n2)C1 (centres undefined),5,19,1,-3,-1,0.89,0.99,11,-5
CC(=O)Cc1cc(=O)c2c(C)cc(O)c(C3OC(CO)C(O)C(O)C3O)c2o1 (centres undefined),9,-1,3,-5,-5,0.98,0.97,2,-5
Cc1ccc(OCC(=O)Nc2ccc(O)c(-c3nc4ccccc4o3)c2)cc1,6,14,3,-2,13,1.1,0.97,-12,-12
CSCCNC(=O)c1ccc2nc(C3CCCCC3)oc2c1,-9,20,-6,16,7,1.1,1.1,-6,-1
CCC(C)(C)NC(=O)C(c1ccc(F)cc1)N(Cc1ccco1)C(=O)CCC(=O)Nc1ccccn1 (centres undefined),8,2,-7,-5,17,1.1,1.1,-15,10
CC1CCN(S(=O)(=O)c2ccc(F)c(C(=O)O)c2)CC1,4,-23,3,1,-3,1,0.97,-2,2
O=c1/c(=C/c2ccccc2)sc2nnc(-c3cccs3)n12,-7,1,-3,7,27,0.95,1,5,36
CCN(CC)S(=O)(=O)c1ccc(N2CC(C(=O)NCCc3c[nH]c4ccccc34)CC2=O)cc1 (centres undefined),12,9,-5,-10,3,0.97,1.1,3,-1
Cn1c(=O)c2ncn(CC(=O)N=Nc3c(O)[nH]c4ccccc34)c2n(C)c1=O,4,2,-5,x,-5,0.95,1.1,5,-4
c1cncc(-c2nc3ccccn3c2Nc2ccc3c(c2)OCCO3)c1,4,4,0,4,5,1,1,-4,2
c1nc(N2CCCCC2)c2[nH]cnc2n1,4,13,-12,1,-2,0.92,1.1,8,1
CCN1CCN(CCCNC(=O)c2ccc(/C=C3/Sc4ccccc4N(Cc4ccccc4F)C3=O)cc2)CC1,33,0,-1,9,27,0.95,1,5,-5
CC(=O)c1ccc(-n2cc(C#N)c(=O)[nH]c2=O)cc1,0,11,8,-3,0,1,0.92,-5,4
CCCn1c(N)c(C(=O)CSc2nnc(Cc3cccs3)n2C2CC2)c(=O)n(C)c1=O,3,11,-3,-7,3,0.89,1,11,-3
COC(=O)c1sccc1NC(=O)c1ccc(OC)c([N+](=O)[O-])c1,-2,6,-12,4,13,0.94,1.1,6,-25
CC(C)CNC(=S)NC(=O)c1csc([N+](=O)[O-])c1,1,-9,-18,-3,42*,0.89,1.2,11,37
Cc1cc(=O)n(-c2ccc(C(=O)O)cc2)[nH]1,9,-8,2,5,17,0.99,0.98,1,10
CSc1nc(N2CCOCC2)c2c(c1C#N)CC(C(C)C)OC2 (centres undefined),18,15,8,-7,4,0.84,0.92,16,-14
N/C(=N\OC(=O)Cc1ccc(-c2ccccc2)cc1)c1ccncc1,22,11,6,-8,17,0.95,0.94,5,9
Cc1c(C(=O)N2CCOCC2)cc(C(C)(C)C)n1-c1ccccc1,-7,12,9,0,14,1,0.91,-4,-12
CCn1nnnc1SCC(=O)Nc1ccc(N(C)C)cc1,1,23,6,3,0,1,0.94,-4,-3
CCOC(=O)C1=C(c2ccccc2)OC(N)=C(C#N)C1C1CCCCC1 (centres undefined),26,20,10,8,14,0.89,0.9,11,8
O=C(Nc1ccccc1[N+](=O)[O-])c1ccc(S(=O)(=O)N2CCCC2)cc1,12,-5,16,-5,37,0.91,0.84,9,25
Oc1ccc(Nc2nc(-c3ccc4ccccc4c3)cs2)cc1,-12,21,-3,x,38,0.96,1,4,39
Cc1ccc(NC(=O)CCNS(=O)(=O)c2ccc3c(c2)CCC(=O)N3)cc1C,-10,17,2,-6,10,0.99,0.98,1,-1
CCOC(=O)C1(Cc2ccccc2)CCN(Cc2cn(CC(=O)OC)c3ccccc23)CC1,-14,12,2,8,14,0.89,0.98,11,15
CCOC(=O)NC(=O)C(=CNc1ccccc1OC)C(=O)NC(=O)OCC,-11,-13,-10,1,13,0.93,1.1,7,4
COc1ccc(NC(=O)CSc2nc3nc(C)cc(C)n3n2)cc1,6,14,-4,-6,1,1.1,1,-11,-14
COc1ccc(CCN=C(N)NS(=O)(=O)c2cccs2)cc1,1,17,9,7,4,0.89,0.91,11,8
Cc1ccc(C(=O)Nc2ccon2)cc1S(=O)(=O)N1CCCC1,-12,-31,7,2,18,0.96,0.93,4,20
CCCn1c(N)c(N(CCOC)C(=O)c2ccccc2F)c(=O)[nH]c1=O,-3,8,3,-2,-10,1,0.97,-4,0
C/C(=N\Nc1ccc(C(=O)O)cc1)c1nc2ccccc2n1C,-2,22,-4,x,-5,0.93,1,7,5
Cc1ccc(CC2CC(=O)N(c3cc(C)on3)C2=O)cc1 (centres undefined),10,14,8,-2,-24,1.1,0.92,-6,2
O=C1Nc2ccccc2C1(c1ccccc1)c1ccccc1,21,-57,-9,1,30,1,1.1,-5,26
CCOC(=O)C1C(=O)NC(N2CCc3ccccc32)=NC1c1ccccc1 (centres undefined),-8,26,-3,-1,9,1.1,1,-11,-6
COc1ccc(C2CC(=O)n3c(nc4ccccc43)S2)cc1OC (centres undefined),-5,6,-18,-3,0,1,1.2,0,9
O=C(COC(=O)[C@@H]1CCCN1C(=O)c1cccs1)NCCc1ccccc1,-14,5,0,-4,12,0.98,1,2,23
Cc1cccc2nc(CSc3nc4ccccc4o3)cn12,4,38,7,-3,29,1,0.93,-3,17
COc1ccc(C(=O)NCC(=O)N/N=C/c2cccnc2)cc1,-4,-12,-21,3,16,0.96,1.2,4,-3
Cc1ccc(CNC(=O)CCC2CCCN(Cc3ccc4cccc(F)c4n3)C2)o1 (centres undefined),4,-3,-13,2,2,0.99,1.1,0,-1
COCCNC(=O)C(=O)NNS(=O)(=O)c1ccc2ccccc2c1,0,5,-26,1,5,0.85,1.3,15,-10
COc1ccc(/C=C(/CC(=O)Nc2ccc(C)cc2)c2nc3ccccc3s2)cc1,-4,27,9,-2,-3,0.96,0.91,4,-6
O=C(CSc1nc2ccccc2c(=O)n1NC(=O)Cc1ccccc1)NCc1ccco1,-7,6,2,-7,1,0.98,0.98,2,-1
C=CCN=C1N[C@@H](c2ccccc2)C(C(=O)OC)=C(C)N1CCOC,-7,17,9,4,-5,1.1,0.91,-10,-11
CCOC(=O)c1cnc2ccc(Br)cc2c1NCCO,-20,23,-3,-6,16,1.1,1,-8,2
Cc1ccccc1-c1nnc(SCC(=O)Nc2ccc3c(c2)OCCO3)n1N,-11,-8,8,3,10,0.99,0.92,1,-8
O=C(Nc1nccs1)c1ccc(-c2ccccc2Cl)o1,1,-24,-14,-4,10,0.85,1.1,14,47*
CCCCC(CC)CNC(=O)Cn1c(=O)[nH]c2ccsc2c1=O (centres undefined),-10,14,9,-6,-2,0.97,0.91,2,-10
CC(=O)c1ccc(Nc2nc(=O)c3cccnc3s2)cc1,-12,13,1,-6,5,1,0.99,-1,-2
CCSc1nnc(NC(=O)[C@H](C)NC(=O)c2ccccc2Cl)s1,-21,-6,3,-6,7,0.98,0.97,2,13
CSc1nc2ccc3nc(NC(=O)c4ccc(C)cc4)sc3c2s1,16,18,-4,-9,12,0.96,1,4,-10
CC(C)CC(NC(=O)C1CCC(C)CC1)C(=O)NCCN1CCOCC1 (centres undefined),2,28,11,6,18,1,0.89,0,-1
O=[N+]([O-])c1ccc(NNC(=S)Nc2ccccc2)cc1,3,43,5,2,38,0.76,0.95,24,12
